# UBC13 polyUb: human UBC13 polyubiquitination inhibition. P61088. UBC13 polyubiquitin chain formation, TR-FRET. inhibition, % at 20 µM. actives 0.47% (n = 330,000); in the data active = inhibition above about 45%, passing the limit was not always enough
# Target sequence (P61088 whole entry, looked up): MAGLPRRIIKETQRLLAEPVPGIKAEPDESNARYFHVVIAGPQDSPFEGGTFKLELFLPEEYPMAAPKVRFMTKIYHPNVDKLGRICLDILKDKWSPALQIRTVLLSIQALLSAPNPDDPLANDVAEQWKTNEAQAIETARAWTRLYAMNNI
# SENP7 block: inhibitors of human SENP7 protease; Q9BQF6; recombinant SENP7, Z-RLRGG-aminoluciferin luminescence, 40 min; actives 1.5% (n = 330,000); inhibition, % at 5 µM;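 active = inhibition above about 50% at the single test dose, limit read from the data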;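 also: plate controls were DMSO with enzyme for no effect and no enzyme buffer wells for full effect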
# Target sequence (Q9BQF6 706-1050 limits assumed): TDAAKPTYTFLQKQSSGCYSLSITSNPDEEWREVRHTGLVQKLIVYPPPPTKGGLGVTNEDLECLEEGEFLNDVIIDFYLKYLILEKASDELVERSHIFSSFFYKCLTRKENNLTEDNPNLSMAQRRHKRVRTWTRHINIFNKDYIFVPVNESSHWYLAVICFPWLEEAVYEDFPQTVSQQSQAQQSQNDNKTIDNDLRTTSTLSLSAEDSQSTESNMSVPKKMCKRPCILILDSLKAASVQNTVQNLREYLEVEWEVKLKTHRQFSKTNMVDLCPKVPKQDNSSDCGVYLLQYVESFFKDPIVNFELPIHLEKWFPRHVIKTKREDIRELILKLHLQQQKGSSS
# SENP8 block-1: blocks the human protease SENP8. Q96LD8. purified SENP8, Z-RLRGG-aminoluciferin cleavage, luminescence. inhibition, % at 10 µM. actives 1.2% (n = 330,000). AID 2540; in the data active = inhibition above about 50%
# SENP6 inh: SENP6 protease inhibition; Q9GZR1; Recombinant SENP6 catalytic domain, aminoluciferin luminescence; inhibition, % at 10 µM; actives 1.8% (n = 330,000);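 active = inhibition above about 50% at the single tested dose, limit read from the data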;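 also: plate controls were DMSO wells with enzyme for no effect and DMSO wells lacking enzyme for full effect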
# Target sequence (Q9GZR1 628-1112 limits assumed): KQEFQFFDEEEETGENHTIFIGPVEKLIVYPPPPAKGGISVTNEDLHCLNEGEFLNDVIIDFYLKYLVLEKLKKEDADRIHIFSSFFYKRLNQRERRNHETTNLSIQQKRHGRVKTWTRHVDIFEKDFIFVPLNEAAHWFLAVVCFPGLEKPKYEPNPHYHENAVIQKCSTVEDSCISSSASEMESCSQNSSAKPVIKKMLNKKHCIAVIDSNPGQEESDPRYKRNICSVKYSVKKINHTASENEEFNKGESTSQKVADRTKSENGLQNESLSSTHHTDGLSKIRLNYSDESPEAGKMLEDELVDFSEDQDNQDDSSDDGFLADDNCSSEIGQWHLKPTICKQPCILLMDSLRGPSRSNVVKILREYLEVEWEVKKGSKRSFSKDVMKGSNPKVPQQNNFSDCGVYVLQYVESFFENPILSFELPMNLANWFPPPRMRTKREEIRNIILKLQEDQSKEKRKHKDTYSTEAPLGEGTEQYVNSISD
# PfG6PD inh: PfG6PD (Plasmodium falciparum) enzyme inhibition; PfGluPho enzyme, NADPH resazurin-diaphorase fluorescence; inhibition, % at 20 µM; actives 0.78% (n = 350,000); AID 504690;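 active = inhibition reaching at least a set limit at 20 µM in the primary screen, cut at about 59% in these data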;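 also: 0% = DMSO wells with substrate and 100% = DMSO wells lacking glucose-6-phosphate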
# SENP8 block-2: blocks human SENP8 cleavage of Nedd8 substrate; Q96LD8; recombinant SENP8, Nedd8 substrate fluorescence; inhibition, % at 20 µM; actives 0.64% (n = 360,000); AID 602440; in the data active = inhibition mostly above about 40%, no sharp cut-off; inactive = mostly below about 27%
# HKDC1 inh: HKDC1 (human) hexokinase inhibition; Q2TB90; recombinant HKDC1, G6PDH/diaphorase resazurin coupled fluorescence; inhibition, % at 20 µM; actives 0.16% (n = 340,000); AID 493160;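 active = inhibition above about 35% when tested at 20 µM, limit read from the data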;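 also: plate controls were DMSO wells with enzyme for no effect and DMSO wells lacking enzyme for full effect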
#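 test system = in-house recombinant HK5 (HKDC1) enzyme | amount = HKDC1 at 5 µg/mL | control set = DMSO-enzyme wells negative, buffer-substituted wells positive | compound = one dose of 20 µM, 1% DMSO | schedule = reaction time 90 min, room temperature, protected from light | technique = resorufin fluorescence at 613 nm | reagent = glucose with 1 mM ATP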
# SENP1 inh: blocks the human SENP1 SUMO protease catalytic domain; actives 0.21% (n = 360,000); recombinant SENP1 catalytic domain, CyPet-SUMO1-YPet FRET cleavage; AID 624204; inhibition, % at 10 µM; Q9P0U3;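 active = inhibition at least 30% at 10 µM, raw YFP signal under a set limit, fluorescence ratio 0.5 to 1.5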;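 also: 0% = enzyme with DMSO and 100% = no enzyme wells; some results filed as inactive read as strong as hits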
#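 Test system: human SENP1 catalytic domain; medium: Tris pH 8 buffer plus EDTA, NaCl, BME, BSA, NP40, catalase; incubation: 50 min reaction at room temperature; technique: FRET, CFP and YFP emission; controls: no-enzyme low control and enzyme-plus-DMSO high control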
# MIN6 prolif: MIN6 beta-cell proliferation induction; proliferation, % at 10 µM; AID 2380; MIN6 cells proliferation, ATPlite luminescence, 48 h; cells starved in 0.2% serum; 100% = growth in 10% serum; actives 0.29% (n = 330,000);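 active = compounds whose signal lies at least 3.5 SD above the mean of all wells on their plate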;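 also: 0% = DMSO-treated cells in low-serum medium and 100% = 10% serum control; some compounds called inactive have numbers as strong as hits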
# Starred values were filed as active, the others as inactive; nt = not tested or not shown; & = joins results of further samples.
Molecule	SENP8 block-2	UBC13 polyUb	HKDC1 inh	PfG6PD inh	MIN6 prolif	SENP7 block	SENP8 block-1	SENP6 inh	SENP1 inh
CNC(C(=O)c1ccccc1)C(OC(C)=O)c1cccc([N+](=O)[O-])c1 (stereo not drawn)	23	1	-7	1	3	1	-4	-48	1
CC(C)(C)C(=O)C(Oc1ccc(Cl)cc1)n1cncn1 (stereo not drawn)	11	nt	-5	-9	nt	nt	nt	nt	0
O=C(Nc1ccc(OC(=O)N2CCCCC2)cc1)N1CCOCC1	14	27	-4	-11	-1	5	-3	-18	3
CCC(=NC1CCN(Cc2ccccc2)CC1)c1c(O)[nH]c(=O)[nH]c1=O	14	0	-6	8	-1	4	-1	-16	-6
COc1ccccc1C1C([N+](=O)[O-])=C(N)Oc2c1c(=O)oc1ccccc21 (stereo not drawn)	9	-2	-1	-10	-2	-2	-9	-27	0
COc1ccc(/C=C/C=C2C(=O)NC(=S)NC2=O)cc1	-31	nt	10	-41	nt	nt	nt	nt	-14
Cn1c(N)c(C(=O)COC(=O)Cc2ccccc2)c(=O)n(C)c1=O	10	-7	-2	-4	-1	-14	-17	-29	-5
Cc1ccc(-c2nc3ccccc3c(=O)n2-c2ncccc2C)cc1	6	-15	-5	18	1	-1	-7	0	2
CCC(CO)(C(=O)OC1CC2CCC(C1)N2C)c1ccccc1 (stereo not drawn)	33	-2	-8	-11	-1	7	-7	-6	1
O=C(COc1ccc(S(=O)(=O)N2CCOCC2)cc1)N1CCN(Cc2ccc3c(c2)OCO3)CC1	17	-12	-7	-4	-2	-16	-4	-14	-1
COc1ccc(NC(=O)CN(C)C(=O)CSC(c2ccccc2)c2ccccc2)cc1	14	4	7	1	-5	-1	0	6	2
Cc1cc(C(=O)CS(=O)(=O)c2ccccc2)cc(C)c1OC(=O)N(C)C	10	8	-3	-2	-3	45	37	54*	2
CCCCN1C(=O)NC(=O)C2(Cc3ccccc3N3CCOCC32)C1=O (stereo not drawn)	9	0	5	-3	-1	-5	-6	-2	-4
O=C(/C=C/c1c[nH]c2ccccc12)c1c(O)n(CCc2ccccc2)c(=O)[nH]c1=O	-25	-36	5	5	-4	-13	-10	-22	-36
Brc1ccc(Oc2cc(Br)c(Br)cc2Br)c(Br)c1	7	-8	3	12	-7	-5	-15	-26	-1

# Carrying on.
Molecule	SENP8 block-2	UBC13 polyUb	HKDC1 inh	PfG6PD inh	MIN6 prolif	SENP7 block	SENP8 block-1	SENP6 inh	SENP1 inh
CN1CC[C@@]23CCCC[C@@H]2[C@@H]1Cc1ccc(O)cc13	11	5	-5	-1	-6	2	7	5	-1
COc1ccc(C2C(C#N)=C(N)Oc3c2c(=O)oc2ccccc32)cc1Cn1cc([N+](=O)[O-])cn1 (stereo not drawn)	10	-13	1	-29	-1	7	11	-17	-1
CCc1ccc(NC2=NCCCS2)cc1	11	9	5	-20	0	0	4	-8	-2
O=c1[nH]c(=O)n(Cc2ccccc2)c(O)c1C=Nc1ccc(CN2CCOCC2)cc1	-191	0	11	-12	-2	-4	-7	12	-25
NCCNc1ccc([N+](=O)[O-])c2cccnc12	17	-76	-3	-3	3	6	-1	17	-18
CCCCOCCCN1C(C)=CC(=C2C(=O)NC(=S)NC2=O)C=C1C	-188	24	-12	5	0	2	0	21	-32
COC(=O)C1=C(c2ccc(Cl)c(C(F)(F)F)c2)C[C@@H]2CC[C@H]1N2C(=O)NCc1ccco1	13	-12	6	9	-6	-9	-11	-8	-3
CC1=C(C(=O)Nc2ccccc2)SCCO1	3	-9	-4	6	3	-6	-7	-30	1
CC1CCCCN1CC(=O)c1ccc2cc[nH]c2c1 (stereo not drawn)	-226	-14	4	1	-3	9	-14	-6	-7
CCOc1ccc(-n2c(O)c(/C=C3\C=Nc4ccccc43)c(=O)[nH]c2=O)cc1	20	-25	7	3	2	-15	-14	-4	4
COC(=O)c1ccc(N2C(=O)CC(N3CCC(n4c(=O)[nH]c5ccccc54)CC3)C2=O)cc1 (stereo not drawn)	28	-5	4	0	0	-1	-5	-9	0
Cn1c(O)c(C=NC2CCCCCC2)c(=O)[nH]c1=S	9	9	3	-11	5	19	-4	-15	1
Cc1nc2ccccc2c(=O)n1-c1cccc(O)c1	14	-8	3	-4	4	-3	-5	-20	0
Nc1ncnc2c1ncn2[C@@H]1O[C@H](COP(=O)(O)CP(=O)(O)O)[C@@H](O)[C@H]1O	1	nt	3	-3	nt	nt	nt	nt	0
COP(=S)(OC)Oc1ccc(Sc2ccc(OP(=S)(OC)OC)cc2)cc1	7	nt	0	26	nt	nt	nt	nt	1

# (continued)
Molecule	SENP8 block-2	UBC13 polyUb	HKDC1 inh	PfG6PD inh	MIN6 prolif	SENP7 block	SENP8 block-1	SENP6 inh	SENP1 inh
Cc1ccc(C2N3CCCN23)cc1 (stereo not drawn)	21	7	1	20	-1	4	4	10	1
COC(=O)C(O)(c1ccc(NC(=O)c2ccco2)c(OC)c1)C(F)(F)F (stereo not drawn)	19	7	-3	-13	-3	-4	-4	-6	2
CC12CC1(C)C(=O)N(c1cc(Cl)cc(Cl)c1)C2=O (stereo not drawn)	-2	nt	-7	-15	nt	nt	nt	nt	2
CCOC(=O)CNC(=S)N1CC2C[C@@H](C1)Cn1c2cccc1=O	8	6	-5	-2	0	5	8	7	0
COC(=O)C1=C(c2ccc(-c3ccccc3)c(F)c2)C[C@@H]2CC[C@H]1N2C(=O)N1CCOCC1	9	12	0	9	-5	0	0	-8	1
NC1CCCCC1N=Cc1c(O)n(Cc2ccc(F)cc2)c(=O)[nH]c1=O (stereo not drawn)	-4	4	-12	-4	0	5	7	2	-6
CCOP(=O)(Cc1ccc(C#N)o1)OCC	-9	-3	-9	2	3	4	-8	-12	-1
CC1CCN(C(=O)C(C)Cl)CC1 (stereo not drawn)	15	-2	-6	9	-3	0	4	2	1
C[N+]1(C)C2CCC1CC(OC(=O)c1c[nH]c3ccccc13)C2 (stereo not drawn)	1	-10	3	-9	-3	3	-2	-8	0
COc1cc(N2CCOCC2)ccc1C=C1C(=O)NC(=O)NC1=O	-1	-32	-7	11	1	1	7	8	2
COC(=O)C(O)(c1ccc(N(C)C(=O)c2cccs2)cc1)C(F)(F)F (stereo not drawn)	9	2	-14	-1	3	5	2	-23	2
CCCCN(Cc1ccccc1)C1CCN(CCc2ccccc2)CC1	25	7	-1	3	-2	-1	-8	3	-3
O=C1N(c2ccccc2)C(c2cccnc2)N2CCCN12 (stereo not drawn)	14	1	-2	3	-3	2	0	-4	2
C=CCn1c(O)c(/C=N/N2CCOCC2)c(=O)[nH]c1=S	14	-8	6	-2	-2	10	-4	4	0
C=CCCC1(C2=CCCCC2)C(=O)NC(=O)NC1=O	-5	nt	-5	1	nt	nt	nt	nt	-5

# Random excerpt: 3 compounds from above
Molecule	SENP8 block-2	UBC13 polyUb	HKDC1 inh	PfG6PD inh	MIN6 prolif	SENP7 block	SENP8 block-1	SENP6 inh	SENP1 inh
CC12CC1(C)C(=O)N(c1cc(Cl)cc(Cl)c1)C2=O (stereo not drawn)	-2	nt	-7	-15	nt	nt	nt	nt	2
Cc1ccc(C2N3CCCN23)cc1 (stereo not drawn)	21	7	1	20	-1	4	4	10	1
CCOC(=O)CNC(=S)N1CC2C[C@@H](C1)Cn1c2cccc1=O	8	6	-5	-2	0	5	8	7	0

# (cont.)
Molecule	SENP8 block-2	UBC13 polyUb	HKDC1 inh	PfG6PD inh	MIN6 prolif	SENP7 block	SENP8 block-1	SENP6 inh	SENP1 inh
O=C1NC(=O)N(Cc2ccco2)C(=O)/C1=C/C=C/c1ccco1	8	16	32	47	-2	2	4	6	-53
COc1ccc(Br)cc1CN1CCN(C(=O)Cc2ccccc2)CC1	21	0	9	-18	1	3	-3	7	-3
CN1CCc2c([nH]c3ccccc23)C1	34	-31	-2	-4	0	12	-5	1	6
CCc1cccc(CC)c1NC(=S)N1CC2CC(C1)c1cccc(=O)n1C2 (stereo not drawn)	15	7	-9	-5	2	-6	-10	5	0
O=C(CN1C(=O)COc2ccccc21)N1CCC2(CC1)OCCO2	12	6	-4	8	-5	3	-4	4	5
COC(=O)[C@@H](N)CCCN=C(N)N[N+](=O)[O-]	-5	11	-3	-3	8	-5	1	0	-2
CN(C)CP(=O)(Nc1ccccc1)N(C)C (stereo not drawn)	24	-3	-11	-6	-1	-3	-11	-27	-1
Cc1onc(-c2c(Cl)cccc2Cl)c1C(=O)Nc1ccc2c(C(F)(F)F)cc(=O)oc2c1	-415	13	-1	-8	-2	3	2	-7	-68
C[C@]12CC[C@H](OS(=O)(=O)O)CC1=CC[C@@H]1[C@@H]2CC[C@]2(C)C(=O)CC[C@@H]12	4&2&12	4	-3&1&-2	-10&-24&-16	-1	-1	-6	-13	1&0&-1
CC(Cc1ccccc1)NCC(=O)Nc1cc(N(C)C)nc2ccccc12 (stereo not drawn)	-408	0	3	16	-5	3	-4	-2	1
COC(=O)C(O)(c1ccc2c(c1)CCCN2)C(F)(F)F (stereo not drawn)	12	-3	-17	1	-2	5	7	-2	-23
Cc1ccccc1-n1c(O)c(/C=N/Nc2nc3c(c(=O)n(C)c(=O)n3C)n2C)c(=O)[nH]c1=S	-50	-15	11	25	0	7	3	17	-58
CC[n+]1c(/C=C/C=C/c2ccc(N(C)C)cc2)sc2ccccc21	35	-297	19	53	-6	4	10	-1	26
CCOC(=O)[C@]12Cc3cc(OC)c(OC)cc3[C@H]1N(Cc1ccccc1)C(=O)c1ccccc12	6	nt	1	4	nt	nt	nt	nt	1
S=C1CN=C(c2ccccc2Cl)c2cc(Cl)ccc2N1	26	-5	5	29	0	-102	-4	-7	1

# More results
Molecule	SENP8 block-2	UBC13 polyUb	HKDC1 inh	PfG6PD inh	MIN6 prolif	SENP7 block	SENP8 block-1	SENP6 inh	SENP1 inh
CCCNS(=O)(=O)c1ccc(OCC(=O)N2CCN(Cc3ccc4c(c3)OCO4)CC2)cc1	17	9	-1	-14	0	3	3	4	1
CC(C)C(C)(NC(=O)c1cccn(Cc2ccc3c(c2)OC(F)(F)O3)c1=O)C(N)=O (stereo not drawn)	-280	-6	-6	-16	1	1	3	0	3
CNCC(O)c1cc(F)c(OCc2ccccc2)c(OCc2ccccc2)c1F (stereo not drawn)	20	69*	-2	11	-8	6	-9	-6	2
CC(C)NC(=O)Cn1cc(C(=O)c2ccccc2)c2ccccc21	-1	8	-4	4	1	1	-3	18	1
Nc1c(C(=O)NCc2ccco2)c2nc3ccccc3nc2n1CCN1CCCCC1	-275	-26	8	28	-4	0	10	21	-24
C=C1C/C(=C/C)C(=O)O[C@@H]2CCN3CC=C(COC(=O)[C@]1(C)O)[C@H]23	19	-9	-7	-5	-2	-2	-1	-7	2
CC(C)c1ccccc1OCC(=O)N1CCCN(C)CC1	8	3	-3	15	8	-2	-1	-5	0
COCc1ccc(CN2CCCC(C(=O)c3sccc3C)C2)o1 (stereo not drawn)	3	5	-6	-9	2	4	4	-7	1
NC(Cc1ccc(O)cc1)C(=O)NN=Cc1ccc(N(CCCl)CCCl)cc1 (stereo not drawn)	-473	nt	-4	18	nt	nt	nt	nt	1
CCNc1nc(NC(C)(C)C)nc(SC)n1	-2	1	-8	1	3	-5	4	13	1
O=[N+]([O-])c1cc(Cl)c(Cl)cc1Cl	8	0	-5	0	-2	10	1	0	-3
O=P1(Nc2ccc(F)cc2)COc2ccccc2OC1	13	3	-2	7	0	-2	-3	1	2
Cc1nn(-c2ccccc2)c2c1C(c1ccc3c(c1)OCO3)SCC(=O)N2 (stereo not drawn)	17	0	-8	9	-3	-3	0	-15	-1

# High-throughput results from PubChem.

# A portion of the library, so the mix of outcomes need not match the whole.
